Assay outcomes from PubChem BioAssay.
PvdQ inh: blocks Pseudomonas aeruginosa PvdQ acylase activity; inhibition, % at 10 µM; purified PvdQ acylase, fluorescence plate reader; 340,000 tested, 0.063% active; in the data active = inhibition above about 30%, passing the limit was not always enough;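 also: 0% = vehicle neutral wells and 100% = reference inhibitor wells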
SR-BI uptake up: SR-BI HDL lipid transfer activation. CHO ldlA[mSR-BI] cells, DiI-HDL uptake fluorescence, 3 h; 100 = double the neutral-control signal. activation, % at 12.5 µM. 320,000 tested, 0.096% active. AID 504775;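 active = mean replicate activation of at least 60% and every replicate at or above 60%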;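 also: 0% = median plate neutral-control signal and 100% = twice that signal; values of inactives mirror those of a sister screen read the other way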
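Material – SR-BI-overexpressing, LDLR-lacking CHO cells · Medium – BSA-supplemented, HEPES-buffered Ham's F12, pH 7.4 · Doses – single concentration · Times – compound with DiI-HDL co-incubation, 3 h at 37 °C · Measured by – bottom-read fluorescence, 550/595 nm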
PKA-R2B act: PKA-R2B complex activation; P22694+P31323; PKA-R2B holoenzyme dissociation, Cy5-IP20 fluorescence polarization; R2B truncated from residue 108, S112A mutant; 0% DMSO only, 100% 113 µM cGMP; activation, % at 11.4 µM; 340,000 tested, 0.079% active;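 active = activation above a cutoff set at the mean over all compounds plus 3 SD, cut at about 18% in these data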;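 also: higher means more holoenzyme dissociation and a rise in polarization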
SR-BI DiI inh: blocks mouse SR-BI lipid uptake from DiI-HDL. 320,000 tested, 0.96% active. ldlA[mSR-BI] CHO cells, DiI-HDL uptake fluorescence, 3 h. inhibition, % at 12.5 µM. Q61009;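 active = mean replicate inhibition of at least 70% and a set share of replicates each scoring 70 or more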;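 also: 0% = median of neutral control wells and 100% = median of positive control wells; values of inactives mirror those of a sister screen read the other way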
RTF Ca sens inh: cardiac RTF calcium desensitization; P19429+P45379; IANBD-labeled cardiac RTF, Ca2+ fluorescence; inhibition, % at 7.15 µM; 340,000 tested, 0.12% active; AID 493244;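 active = inhibition above the mean inhibition of all tested compounds plus 3 SD, cut at about 17% in these data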;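 also: assay run at fixed EC70 calcium of 1.6 mM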
Arrestin-AP2 inh: human beta-arrestin and AP2 interaction inhibition; FITC-arrestin peptide / GST-AP2 beads, flow cytometry; AP2 beta2 appendage carries R879A mutation; inhibition, % at 10 µM; 340,000 tested, 0.31% active;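 active = inhibition above a set limit, near 3 SD of compounds lacking own fluorescence, cut at about 54% in these data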;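 also: plate controls were DMSO wells for no effect and 5 µM unlabelled arrestin peptide for full effect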
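System: GST-AP2 R879A glutathione beads. Medium: PBS with 0.05% Tween 20 and 0.1% BSA. Also added: FITC-arrestin peptide, 50 nM. Incubation: 12 min plus 1 h, RT. Measured by: high-throughput flow cytometry of beads, ex 488, em 535 nm. Evaluation: percent drop in bead-associated FITC signal.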
C-LANA FP: KSHV C-LANA DNA binding inhibition. MBP-C-LANA/FAM-LBS DNA binding, fluorescence polarization. inhibition, % at 9 µM. 340,000 tested, 0.078% active. AID 504423;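 active = highest replicate inhibition at or above 60% at 9 µM, even if other replicates fall short; inactive = all replicates below 60% inhibition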;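 also: 0% = neutral control wells and 100% = 4 µM acridine orange control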
NSD2 HMT inh: inhibitors of human histone methyltransferase NSD2; 310,000 tested, 0.54% active; inhibition, % at 12.5 µM; O96028; NSD2 peptide methylation, AlphaScreen, 120 min; in the data active = inhibition above about 50%
Target sequence (O96028 whole entry, looked up): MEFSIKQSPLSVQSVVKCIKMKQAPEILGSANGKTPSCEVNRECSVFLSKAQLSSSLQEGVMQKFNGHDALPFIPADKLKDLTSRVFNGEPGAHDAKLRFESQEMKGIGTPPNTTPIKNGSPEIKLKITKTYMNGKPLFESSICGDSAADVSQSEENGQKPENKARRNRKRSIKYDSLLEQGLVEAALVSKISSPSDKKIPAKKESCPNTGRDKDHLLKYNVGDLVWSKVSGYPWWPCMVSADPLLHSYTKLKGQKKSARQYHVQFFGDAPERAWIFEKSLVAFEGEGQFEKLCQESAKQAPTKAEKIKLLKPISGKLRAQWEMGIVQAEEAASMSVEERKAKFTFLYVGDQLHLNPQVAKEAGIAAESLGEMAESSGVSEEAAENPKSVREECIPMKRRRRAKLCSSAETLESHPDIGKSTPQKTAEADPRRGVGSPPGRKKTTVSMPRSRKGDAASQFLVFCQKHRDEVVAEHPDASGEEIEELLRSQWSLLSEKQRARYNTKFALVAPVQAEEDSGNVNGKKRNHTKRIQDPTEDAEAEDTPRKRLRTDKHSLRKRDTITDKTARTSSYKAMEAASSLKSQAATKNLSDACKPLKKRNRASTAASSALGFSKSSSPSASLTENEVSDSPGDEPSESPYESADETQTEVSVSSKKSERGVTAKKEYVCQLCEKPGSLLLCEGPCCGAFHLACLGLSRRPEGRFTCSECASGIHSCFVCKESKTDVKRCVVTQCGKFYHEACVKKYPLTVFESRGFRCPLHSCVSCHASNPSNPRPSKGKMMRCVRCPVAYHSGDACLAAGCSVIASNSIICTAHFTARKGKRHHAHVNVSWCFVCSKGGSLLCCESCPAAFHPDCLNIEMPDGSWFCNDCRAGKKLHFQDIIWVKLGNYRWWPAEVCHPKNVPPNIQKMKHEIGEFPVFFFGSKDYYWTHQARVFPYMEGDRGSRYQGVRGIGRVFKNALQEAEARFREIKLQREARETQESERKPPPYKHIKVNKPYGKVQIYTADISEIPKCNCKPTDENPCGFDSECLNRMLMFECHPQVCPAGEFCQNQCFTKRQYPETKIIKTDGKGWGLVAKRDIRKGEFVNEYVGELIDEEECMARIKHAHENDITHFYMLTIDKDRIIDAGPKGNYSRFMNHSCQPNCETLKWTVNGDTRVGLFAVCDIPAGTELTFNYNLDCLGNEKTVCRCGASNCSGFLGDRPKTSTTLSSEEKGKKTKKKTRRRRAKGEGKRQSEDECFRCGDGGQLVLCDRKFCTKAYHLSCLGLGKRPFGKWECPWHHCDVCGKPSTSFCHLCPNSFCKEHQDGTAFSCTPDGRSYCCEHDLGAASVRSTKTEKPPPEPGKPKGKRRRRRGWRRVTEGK
Keap1 Nrf2 FP: inhibitors of human Keap1-Nrf2 protein-protein interaction; inhibition, % at 9.4 µM; Keap1 Kelch-Nrf2 peptide fluorescence polarization, 1536-well; AID 504523; 340,000 tested, 0.15% active; Q14145; in the data active = inhibition above about 12%;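 also: human Keap1 Kelch domain with fluorescein labeled Nrf2 9mer peptide probe; 0% = neutral control wells and 100% = peptide positive control; higher means more block of Keap1 binding to Nrf2 peptide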
DAGLB inhibitor: diacylglycerol lipase beta (human) inhibition | 340,000 tested, 0.059% active | Q8NCG7 | inhibition, % at 5.17 µM | HEK293T DAGLB membrane lysate, EnzChek fluorogenic substrate; in the data active = inhibition above about 34%;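 also: 0% = enzyme with vehicle and 100% = wells lacking enzyme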
Active calls of the source: *; . = not tested or not shown.

SMILES	PvdQ inh	SR-BI uptake up	PKA-R2B act	SR-BI DiI inh	RTF Ca sens inh	Arrestin-AP2 inh	C-LANA FP	NSD2 HMT inh	Keap1 Nrf2 FP	DAGLB inhibitor
COc1ccc(O[C@@H]2O[C@H](COC(C)=O)[C@@H](OC(C)=O)[C@H](OC(C)=O)[C@H]2NC(C)=O)cc1	-13	7	6	-7	-2	2	1.0	-2	1	1
Cc1ccc(NC(=O)Cn2cc(C(=O)C3CC3)c3ccccc32)c(C)c1	1	.	1	.	-17	1	-0.4	-5	-6	-1
CCC(CC)C(=O)N=C1SC2CS(=O)(=O)CC2N1CCc1ccc(OC)c(OC)c1 (centres undefined)	-16	-14	0	14	-7	-6	0.8	2	1	1
CCN1CCN(CCCNC(=O)c2csc3c2CCCCC3)CC1	16	18	-1	-18	-7	26	1.6	8	1	-3
O=C(COc1ccc(F)cc1)Nc1nnc(C2CC2)s1	10	8	0	-8	-5	47	-0.1	-2	-5	-2
Cc1nnc2sc(SCC(=O)Nc3ccc(Cl)cc3)nn2c1=O	-20	12	-4	-12	-1	-17	-4.6	-2	4	0
Nc1c(-c2ccccc2)n[nH]c1-c1ccccc1	-13	6	0	-6	-5	8	0.6	8	1	0
COc1ccc(Cc2nnc(N=Nc3c(O)[nH]c4ccc(Br)cc34)[nH]c2=O)cc1	16	8	-1	-8	-9	-5	-1.9	5	4	-1
CCc1ccc(OCc2ccc(C(=O)NCc3ccccn3)o2)cc1	1	-4	-1	4	-6	4	1.7	6	-3	-2
Cc1cc(C)c2c(c1)/C(=N/NC(=S)Nc1ccc(F)cc1)CCC2	-1	-53	-2	53	1	26	0.3	-4	-4	-4
COc1ccc(C(=O)NNC(=O)c2ccccn2)cc1	-1	20	-6	-20	-9	6	0.0	.	5	3
CCCS(=O)(=O)N1CCCC(C(=O)NCCCN2CCN(c3ccccc3F)CC2)C1 (centres undefined)	-10	-21	12	21	-12	1	0.1	7	-9	0
Cc1ccc(-c2csc(=S)n2CC(=O)OCC(=O)NC(C)C(C)C)cc1 (centres undefined)	3	-42	4	42	-8	29	-1.2	-8	2	-3
O=C(COc1ccccc1)NCC(c1ccco1)N1CCN(c2ccccc2F)CC1 (centres undefined)	-5	-6	-16	6	-3	-11	0.7	3	0	-8
CC(C(=O)Nc1ccccc1F)N1C(=O)c2ccccc2C1=O (centres undefined)	-8	-1	9	1	-1	-5	0.0	1	-2	0
COc1cccc(CNC(=O)C(C)n2ccc3cc(S(=O)(=O)N4CCCC4)ccc32)c1 (centres undefined)	-20	-4	-6	4	-2	-5	-1.8	-7	3	2
Cc1c(CN2CCC(C)CC2)c(=O)n(-c2ccccc2)n1C	-11	1	1	-1	-6	9	-0.3	0	2	3
CCN(CC)c1ccc(S(=O)(=O)N2CCOCC2)cc1NC(=O)COC(=O)/C=C/c1ccc(C)o1	-6	-8	-15	8	-5	1	0.4	-1	-3	-3
Cc1cc(C)cc(NC(=S)NCc2ccc(F)cc2)c1	-9	26	-10	-26	-6	-9	0.1	-1	1	-2
O=C(O)COCC(=O)N1CCN(C2c3ccccc3-c3ccccc32)CC1	-3	17	-3	-17	-1	30	1.0	-2	2	1
O=C(CN1C(=O)/C(=C/c2ccccc2)SC1=S)NC1CCS(=O)(=O)C1 (centres undefined)	-4	0	3	0	-18	10	-0.5	-2	-7	-1
COc1ccccc1NC(=O)C(CCS(C)(=O)=O)N1C(=O)c2ccccc2C1=O (centres undefined)	-11	5	12	-5	-2	1	1.9	-10	4	-3
Cc1ccc(S(=O)(=O)Nc2ccccc2C(=O)OC(C)C(=O)Nc2ccc3ccccc3c2)cc1[N+](=O)[O-] (centres undefined)	13	3	5	-3	2	5	0.8	-2	-4	0
COc1cc(NC(=O)c2cc(-c3ccco3)on2)c(OC)cc1Cl	-10	-12	-2	12	-2	8	-2.4	9	-4	-2
OC(CNCCc1ccc(C(F)(F)F)cc1)COc1ccc2ccccc2c1 (centres undefined)	-11	-16	-6	16	2	3	-0.4	28	-3	-7
CCc1nnc2sc(-c3cc(-c4ccccc4)nc4ccccc34)nn12	-13	-69	-6	69	-7	14	0.2	2	-2	-3
COc1ccc(-n2c(SCC(=O)O)nnc2-c2ccc(NC(=O)c3ccccc3)cc2)cc1	-12	.	-1	.	-1	11	0.2	3	0	-3
CCOC(=O)c1sc(N=NC2=C(O)CCCC2=O)c(C(=O)OCC)c1C	-7	.	6	.	-3	20	-0.5	12	2	19
CC(C(=O)Nc1ccc2c(c1)OCCO2)N1Cc2ccccc2C1=O (centres undefined)	4	13	-11	-13	-4	29	0.7	0	2	-3
O=C(CSc1ncn[nH]1)Nc1ccc(Cl)c(Cl)c1	-36	16	5	-16	-2	-5	-0.7	-3	-3	0

Another view of two compounds above.
> COc1cc(NC(=O)c2cc(-c3ccco3)on2)c(OC)cc1Cl
  PvdQ inh: -10
  SR-BI uptake up: -12
  PKA-R2B act: -2
  SR-BI DiI inh: 12
  RTF Ca sens inh: -2
  Arrestin-AP2 inh: 8
  C-LANA FP: -2.4
  NSD2 HMT inh: 9
  Keap1 Nrf2 FP: -4
  DAGLB inhibitor: -2

> Cc1c(CN2CCC(C)CC2)c(=O)n(-c2ccccc2)n1C
  PvdQ inh: -11
  SR-BI uptake up: 1
  PKA-R2B act: 1
  SR-BI DiI inh: -1
  RTF Ca sens inh: -6
  Arrestin-AP2 inh: 9
  C-LANA FP: -0.3
  NSD2 HMT inh: 0
  Keap1 Nrf2 FP: 2
  DAGLB inhibitor: 3

The list continues.
SMILES	PvdQ inh	SR-BI uptake up	PKA-R2B act	SR-BI DiI inh	RTF Ca sens inh	Arrestin-AP2 inh	C-LANA FP	NSD2 HMT inh	Keap1 Nrf2 FP	DAGLB inhibitor
O=C1Nc2ccccc2OC1CC(=O)N1CCCC1 (centres undefined)	-15	-13	-4	13	-7	5	-1.6	.	-3	0
COc1ccccc1N1C(=O)CC(N2CCN(c3ccc(Cl)cc3)CC2)C1=O (centres undefined)	4	25	0	-25	1	17	0.6	-1	1	0
O=C(CCN1CCCC1=O)NC1CCCc2c1cnn2-c1ccccc1F (centres undefined)	-9	-4	5	4	-3	0	2.4	-5	-3	-1
CC(C)(C)c1nnc(NC(=O)c2cccnc2)s1	-19	0	-1	0	-4	5	-0.4	0	0	2
Cc1cc(NCCc2ccc(Cl)cc2)n2ncnc2n1	-4	27	1	-27	-2	23	0.2	-1	0	-3
COc1ccc(CC(=O)Nc2cc(S(=O)(=O)Nc3ccc(OC)cc3)ccc2OC)cc1	-4	.	0	-7	-3	-1	1.1	-2	-1	-1
CCOC(=O)C(C)n1nc(-c2ccccc2)c2ccccc2c1=O (centres undefined)	-7	-1	-8	1	-6	-9	-0.4	-4	-1	-4
CNC(=O)/C(C#N)=C/c1ccc(-c2ccc(Cl)cc2)o1	-2	-68	4	68	-15	7	10	3	2	-1
N#CC1=C(N)OC2=C(C(=O)CCC2)C1Cc1ccccc1 (centres undefined)	7	10	1	-10	-3	6	-1.3	0	-5	1
CCOC(=O)CC(=O)NC(CC(=O)OC)c1ccc(Br)cc1 (centres undefined)	-9	11	-7	-11	6	-13	-2.5	.	2	4
CC(C)c1csc2nc3n(c(=O)c12)CCCCC3	-13	.	5	.	-7	-10	1.6	0	2	-4
CSc1ccccc1NC(=O)Cn1c(-c2cscn2)nc2ccccc21	5	-9	-6	9	-3	18	0.8	3	0	-1
O=C(N/C(=C\c1ccc([N+](=O)[O-])cc1)C(=O)N1CCOCC1)c1ccco1	-8	.	6	.	-8	-16	-1.3	-2	0	0
Cc1ccc(OCCNC(=O)C(=O)NCc2ccco2)cc1	-11	15	3	-15	-9	-3	-0.2	-5	-2	0
CC(C)(C)C(=O)Nc1ccccc1-c1nc2ccccc2[nH]c1=O	-14	8	6	-8	0	-5	0.1	-1	0	1
CN(C(=O)c1ccc(NC(=O)Cc2ccc(NC(=O)C3CCCN(C(=O)C4CCCCC4)C3)cc2)cc1)C1CCCC1 (centres undefined)	-23	-1	-1	1	-7	-2	0.4	.	-1	2
COc1cc(CNc2nnnn2C)cc(OC)c1OC	-8	-2	-6	2	-2	-25	-0.8	-1	-1	-1
Cc1nc(-c2nc(-c3c(C(=O)NNC(=O)Nc4ccccc4)noc3C)cs2)cs1	-15	4	5	-4	-3	2	-0.8	0	-3	-1
CC(C)C(=O)N1CCN(c2nc(-c3ccccc3)c3c(c2C#N)CCCC3)CC1	-14	-48	0	48	-1	5	-0.4	.	-6	-3
CC(=O)O/N=C/c1c(N2CCOCC2)n(C)c2ccccc12	3	-11	8	11	-2	-1	-1.5	-4	1	2
CCCN(CC(=O)Nc1ccccc1OC)C(=O)c1cccc(S(=O)(=O)Nc2ccc(OC)cc2)c1	-7	-14	0	14	-1	21	-0.3	1	2	0
COCCN(C(=O)COC(=O)/C=C/c1nc2ccccc2s1)c1c(N)n(Cc2ccccc2)c(=O)[nH]c1=O	-6	-11	1	11	-14	10	1.3	1	-6	1
C/C=C/C=C\C(=O)Nc1cccc(C2=NOC3(C2)C[C@@H](C(N)=O)N(C(=O)c2cc([N+](=O)[O-])cc([N+](=O)[O-])c2)C3)c1 (some centres undefined)	-4	-26	1	26	1	-1	-1.6	.	-5	4
O=C1C2C3CCC(O3)C2C(=O)N1c1cc(OCC(F)F)cc([N+](=O)[O-])c1 (centres undefined)	-7	-10	0	10	9	5	-7.4	3	1	-2
CN1CCC(N(C)S(=O)(=O)c2ccc(F)cc2F)CC1	-16	.	-15	.	4	-12	-0.3	0	0	-1
Oc1c(Br)cc(/C=N/n2c(-c3ccccc3)n[nH]c2=S)cc1Br	-17	-4	-15	4	0	-17	-6.9	5	-3	3
CC(C)C[C@@H](CN)NC(=O)c1nc[nH]c1C(=O)N[C@@H](Cc1c[nH]c2ccccc12)C(=O)CNC[C@H](C)NC(=O)c1nc[nH]c1C(=O)N[C@@H](CC(=O)O)C(=O)O	7	-17	3	17	1	1	0.3	.	-4	1
N#Cc1ccc(C#Cc2ccc3oc4ccccc4c(=O)c3c2)cc1	1	16	2	-16	-2	0	0.5	.	1	-1
CN(C)c1ccnc(Oc2ccc(C(C)(C)C)cc2)c1C#N	-14	3	-10	-3	0	13	1.2	4	-9	-6
CC1=C(C)CC2C(=O)N(c3cccc4ccccc34)C(=O)C2C1 (centres undefined)	-9	13	4	-13	-4	9	0.1	.	-8	1
CCCOc1ccc(-c2nnn(CC(=O)N3CCCC(C)C3)n2)cc1 (centres undefined)	2	13	-5	-13	-17	8	-0.9	2	-1	-3
O=C(c1ccccc1N1CCOCC1)N1CCCC(Nc2ccc(F)cc2)C1 (centres undefined)	0	0	3	0	-2	21	-1.3	0	-3	3
O=C(Cc1ccccc1)c1ccc(Cl)cc1	-4	-5	3	5	-1	28	-0.8	-2	-5	-9
Cn1c(CNC(=O)c2ccco2)nnc1SCCOc1ccccc1	-3	-2	-12	2	5	10	2.2	1	1	-2
